# Screening results: PubChem, The Scripps Research Institute Molecular Screening Center
# FBW7 act: activators of human E3 ligase FBW7. Q969H0. AlphaScreen FBW7–phospho-cyclin E peptide binding, activator screen. normalized activity (activation), % at 26.1 µM. 0.13% of 650,000 active. AID 1259310; in the data active means normalized activity above about 1.9%;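 further: purified mutant Fbw7 with reduced substrate affinity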
# GPR151 activ: activates the human receptor GPR151. Q8TDV0. PathHunter beta-arrestin GPR151 cells, luminescence. activation, % at 11.2 µM. 1% of 650,000 active; in the data active means activation above about 4.9%;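 further: 0% = median of compound wells and 100% = cells with positive control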
# Target sequence (Q8TDV0 whole entry, looked up): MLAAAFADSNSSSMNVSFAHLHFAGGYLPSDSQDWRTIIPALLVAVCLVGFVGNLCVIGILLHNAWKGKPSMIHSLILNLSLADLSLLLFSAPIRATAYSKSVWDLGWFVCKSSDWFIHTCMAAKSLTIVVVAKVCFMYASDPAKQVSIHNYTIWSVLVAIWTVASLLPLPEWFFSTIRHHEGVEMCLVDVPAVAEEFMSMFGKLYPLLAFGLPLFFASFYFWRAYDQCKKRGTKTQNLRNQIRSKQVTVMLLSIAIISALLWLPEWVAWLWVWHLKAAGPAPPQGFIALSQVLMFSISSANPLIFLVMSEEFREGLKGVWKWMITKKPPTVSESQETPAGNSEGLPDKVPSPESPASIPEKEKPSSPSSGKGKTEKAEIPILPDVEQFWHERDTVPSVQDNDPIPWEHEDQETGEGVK
# MITF primary: inhibitors of human MITF | AlphaScreen MITF homodimerization, bead proximity signal | inhibition, % at 2.6 µM | O75030 | AID 1259374 | 0.91% of 650,000 active; in the data active means inhibition above about 50%;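 further: 0% = vehicle wells with protein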
# Target sequence (O75030 whole entry, looked up): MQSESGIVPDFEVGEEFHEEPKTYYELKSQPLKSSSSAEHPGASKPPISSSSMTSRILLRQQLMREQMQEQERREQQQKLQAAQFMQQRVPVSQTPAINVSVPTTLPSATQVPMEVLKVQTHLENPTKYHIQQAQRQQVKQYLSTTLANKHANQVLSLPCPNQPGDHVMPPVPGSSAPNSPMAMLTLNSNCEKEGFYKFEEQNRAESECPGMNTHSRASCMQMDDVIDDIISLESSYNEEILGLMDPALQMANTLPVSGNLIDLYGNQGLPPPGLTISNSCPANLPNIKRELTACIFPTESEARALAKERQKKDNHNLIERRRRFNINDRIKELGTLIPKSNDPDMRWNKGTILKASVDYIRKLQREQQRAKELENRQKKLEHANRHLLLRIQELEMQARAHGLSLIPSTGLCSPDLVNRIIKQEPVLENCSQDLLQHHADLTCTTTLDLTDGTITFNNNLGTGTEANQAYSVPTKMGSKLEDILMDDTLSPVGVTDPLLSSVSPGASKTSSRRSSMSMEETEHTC
# TEAD-YAP inh: TEAD-YAP interaction inhibition | HEK-TIYL cells, TEAD-Gal4/YAP UAS-luciferase luminescence | 1.4% of 640,000 active | inhibition, % at 9.12 µM; in the data active means inhibition above about 32%;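 further: 0% = median of test compound wells and 100% = reference inhibitor wells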
# An asterisk follows results filed as active; & = joins results of further samples.
SMILES,FBW7 act,GPR151 activ,MITF primary,TEAD-YAP inh
C=CCn1c(COc2cccc3ccc(C)nc23)nnc1SCC(N)=O,0.0,0.2,2,2
CCCCCc1ccc(-c2ccc(C#N)cc2)nc1,0.1,0.1,13,-26
COc1cc2nc(CN3CCC(Oc4ccc(F)cc4)CC3)nc(N)c2cc1OC,0.1,-0.9,7,-6
Cc1ccc(C(=O)Nc2ccc(O)cc2C(=O)O)cc1[N+](=O)[O-],-1.3,-5.8,80*,13
Cn1c(=O)n(CC(=O)Nc2ccc(N3CCOCC3)cc2)c2cccnc21,0.0,2.3,0,-5
OCC1(CC2CCCCO2)CCN(Cc2nc(-c3ccc(Cl)cc3)no2)CC1 (centres undefined),0.1,-0.2,10,23
COc1cc(NC(=O)c2cnc(Nc3cccnc3)s2)cc(OC)c1OC,-0.1,2.1,18,-5
O=C(Cn1cnc2c(oc3ccccc32)c1=O)N1CCCc2ccccc21,-0.1,-0.2,-6,2
CCC(=O)N[C@@H]1c2ccccc2C2(CCN(Cc3ccc4c(c3)CCO4)CC2)[C@H]1OC,0.0,1.0,5,-4
CSc1cccc(NC(=O)C(C)N(c2ccc(C)c(C)c2)S(C)(=O)=O)c1 (centres undefined),0.1,-0.4,-6,-7
COc1ccc(C(=O)Oc2cc(N)n(S(=O)(=O)c3ccccc3)n2)cc1,0.5,-1.2,19,0
CCn1ccnc1CN1CCC(CO)(Cc2ccccc2C(F)(F)F)CC1,-0.2,-0.8,4,6
COc1ccc(C2=NN(C(=O)CSc3ncccn3)C(c3cccc(OC)c3OC)C2)cc1 (centres undefined),-0.2,0.4,-1,-3
CC(C)C(=O)NNC(=O)CSc1nc2sc3c(c2c(=O)[nH]1)CCCC3,-0.1,-0.1,-5,0
CCCn1c(=O)c(C(=O)NCc2ccc(C)cc2)c(O)c2ccccc21,0.0,-1.1,4,-6
CCOC(=O)c1sc(SCC(=O)Nc2ccc(N(C)C)cc2)nc1N,0.0,-0.4,-1,-5
C=CCOc1ccc(/C=C2\C(=O)NC(=O)N(C)C2=O)cc1Br,0.1,5.7*,14,4
CCCCNC(=O)Cn1c(=O)[nH]c2ccccc2c1=O,-0.1,-0.3,-5,4
Cc1ccc(OCC(=O)N2C[C@@H]3C[C@H]2C(=O)N3c2cccc(C)c2)cc1,-0.1,-0.1,4,-12
COc1cccc(CCNC(=O)c2c[nH]c3cc(-c4cn[nH]c4)ccc23)c1,0.1,-2.3,8,-5

# Ordered by SMILES length (falling): some entries from above.
SMILES,FBW7 act,GPR151 activ,MITF primary,TEAD-YAP inh
Cc1ccc(OCC(=O)N2C[C@@H]3C[C@H]2C(=O)N3c2cccc(C)c2)cc1,-0.1,-0.1,4,-12
CSc1cccc(NC(=O)C(C)N(c2ccc(C)c(C)c2)S(C)(=O)=O)c1 (centres undefined),0.1,-0.4,-6,-7
OCC1(CC2CCCCO2)CCN(Cc2nc(-c3ccc(Cl)cc3)no2)CC1 (centres undefined),0.1,-0.2,10,23
C=CCn1c(COc2cccc3ccc(C)nc23)nnc1SCC(N)=O,0.0,0.2,2,2

# As entered above:
# CC(C)C(=O)NNC(=O)CSc1nc2sc3c(c2c(=O)[nH]1)CCCC3 in GPR151 activ has -0.1
# COc1ccc(C(=O)Oc2cc(N)n(S(=O)(=O)c3ccccc3)n2)cc1 in MITF primary has 19
# CCCCNC(=O)Cn1c(=O)[nH]c2ccccc2c1=O in GPR151 activ has -0.3

# The results go on.
SMILES,FBW7 act,GPR151 activ,MITF primary,TEAD-YAP inh
Cc1ccc(C(C(=O)NC2CCCCC2)N(Cc2cccnc2)C(=O)c2csnn2)cc1 (centres undefined),0.0,-1.0,-10,1
O=C1c2ccccc2C(=O)N1OS(=O)(=O)c1ccccc1,0.2,-0.2,-2,-6
O=C(COC(=O)c1cc(-c2ccc(Cl)cc2)nc2ccccc12)c1ccc(-c2ccccc2)cc1,0.3,-0.2,10,-8
CC(=O)Nc1ccc(Nc2ncnc3nc(N4CCN(Cc5ccc6c(c5)OCO6)CC4)[nH]c23)cc1,-0.2,2.9,10,2
Nc1nnnn1CC(=O)N(c1ccccc1)C1(C(=O)Nc2ccccc2)CCCCC1,0.0,-0.9,-7,-2
Clc1cc(Cl)c(OCCOc2ccccc2)c(/C=N/n2cnnc2)c1,0.0,-0.2,-18,-13
Cc1ccc(Cl)c(OCCCCN2CCNCC2)c1,-0.1,-1.2,42,-1
CCCn1nnnc1NCc1ccc(N(CC)CC)cc1,0.6,-1.2,23,4
CCCNC(=O)C12CC3CC(CC(Br)(C3)C1)C2,0.0,0.1,11,4
Cc1cccc(NC(=O)c2ccc(Br)cc2)n1,0.5,-5.3,-15,-49
COc1ccc2cc3cc(C(=O)Nc4ccc5c(c4)OCO5)oc3nc2c1,0.1,-0.6,2,3
O=C1c2[nH]nc(-c3ccccc3O)c2C(c2cccc(O)c2)N1CC1CCCO1 (centres undefined),0.1,-0.5,-3,2
COc1ccc(C(=O)CS(=O)(=O)c2ccc3ccccc3c2)cc1,-0.1,-0.8,12,1
CCN(CC)C(=O)Cn1cc(SCC(N)=O)c2ccccc21,0.0,-1.0,8,3
CN(C)CC(C)(O)c1ccc2c(c1)CN(C(=O)c1cc(-c3ccccc3)on1)CCO2 (centres undefined),-0.1,1.2,-16,3
Cc1cc2ncn(CCC(=O)NC(C)(C)C)c2cc1C,0.2,5.3*,6,17
COc1ccc(CC(=O)Nc2sc3c(c2C(N)=O)CCCCC3)cc1OC,0.0,-0.1,0,14
COc1ccccc1Cn1c(SCC(=O)c2ccc(Cl)cc2)nc2ccc(Br)cc2c1=O,-0.1,1.0,-1,-1
COC(=O)C1=C(C)N=C2SCC(=O)N2C1c1ccc(C(C)C)cc1 (centres undefined),-0.1,0.6,-2,-9
COc1ccc(-n2c(SCc3ccccc3)nc3sc4c(c3c2=O)CCCC4)cc1,0.3,-0.7,7,-9
CN(C)S(=O)(=O)c1ccc(C(=O)N=c2sc3cc(Br)ccc3n2C)cc1,0.2,-0.1,18,14
CCN1/C(=C/C=C/c2oc3ccc(Cl)cc3[n+]2CC)Oc2ccc(Cl)cc21,-0.1,-0.1,1,6
CC(C)NC(=O)CSc1nnc(Cc2ccc3c(c2)OCO3)n1C1CCCCC1,0.0,0.0,8,6
CCOC(=O)c1c(-c2ccc(OC)cc2)csc1NC(=O)CSc1nnc2sc3ccccc3n12,0.4,0.3,14,-11
Cc1cccc(C(=O)N2CCN3C(=O)[C@@H](CO)NC(=O)[C@H]3C2)c1,0.1,4.7,-6,10
CCCc1[nH]nc2c1C1(C(=O)N(CC(=O)O)c3ccccc31)C(C#N)=C(N)O2 (centres undefined),0.2,-0.2,16,-4
Cc1ccccc1Cn1c(NC(C)c2ccccc2)nc2c1c(=O)[nH]c(=O)n2C (centres undefined),0.1,0.7,-1,-5
CS(=O)(=O)N(CC(=O)Nc1ccccc1F)c1cccc(Cl)c1,-0.1,-0.2,-13,6
CCOC(=O)c1ccc2nc(C(F)(F)F)nc(Cl)c2c1,0.4,-2.8,15,0
CCCCCC(=O)Nc1cc2nn(-c3ccccc3)nc2cc1C,0.3,-0.5,6,6

# Of the compounds above, four contain a thiophene ring, fused or not:
SMILES,FBW7 act,GPR151 activ,MITF primary,TEAD-YAP inh
CC(C)C(=O)NNC(=O)CSc1nc2sc3c(c2c(=O)[nH]1)CCCC3,-0.1,-0.1,-5,0
COc1ccc(CC(=O)Nc2sc3c(c2C(N)=O)CCCCC3)cc1OC,0.0,-0.1,0,14
COc1ccc(-n2c(SCc3ccccc3)nc3sc4c(c3c2=O)CCCC4)cc1,0.3,-0.7,7,-9
CCOC(=O)c1c(-c2ccc(OC)cc2)csc1NC(=O)CSc1nnc2sc3ccccc3n12,0.4,0.3,14,-11

# The list goes on:
SMILES,FBW7 act,GPR151 activ,MITF primary,TEAD-YAP inh
Cc1ccc(N=Cc2c[nH]c3ccccc23)c(O)c1,-0.1,-0.2,14,-32
CCOc1cc(C)c(Cl)cc1S(=O)(=O)NC1CC(C)(C)NC(C)(C)C1,0.1,-1.4,4,4
Cc1[nH]c(=O)[nH]c(=O)c1S(=O)(=O)N(C)Cc1ccccc1,0.0,0.5,3,-8
O=C(NCc1ccccn1)c1cc(-c2ccc(Br)cc2)nc2ccccc12,0.0,0.8,2,-3
CN(C(=O)CC1C(=O)NCCN1Cc1ccc(F)c(F)c1)C1CCOCC1 (centres undefined),0.2,-0.2,9,-1
CCOC(=O)N1CCC2(CC1)OCc1cc(-c3ccc(C(N)=O)cc3)ccc1O2,-0.5,1.8,-10,-1
CCOC(=O)c1c(NC(=O)CSc2cn(Cc3ccc(F)cc3)c3ccccc23)sc2c1CCCC2,-0.1,0.2,4,-5
CCNC(=S)N1CCCC(c2nc3ccc(C)cc3[nH]2)C1 (centres undefined),0.0,1.6,1,10
CC(C)OCCCNc1ncnc2c1c(-c1ccccc1)cn2-c1ccc(Br)cc1,0.2,-0.2,5,-5
CC[n+]1ccc(/C(=C/c2ccccc2O)CS(=O)(=O)O)cc1,-0.1,-0.6,-2,0
CN=C(c1ccc(C)cc1)n1c(=S)nc(-c2ccc(C)cc2)n(C)c1=S,-0.1,0.4,0,-30
CN(C)C(=O)c1cc(N(C)C)nc(N(C)C)n1,-0.2,-1.6,-6,-2
COc1ccc(N2CCN(C(=O)CN3C(=S)NC(C)(C)CC3C)CC2)cc1 (centres undefined),0.0,-1.2,-4,2
COc1cc(C2C(C#N)=C(N)Oc3n[nH]c(-c4ccc(C)cc4)c32)cc(OC)c1OC (centres undefined),-0.4,-2.0,-17,5
COc1ccc(CCNC(=O)c2ccnc(-c3ccc(OC)cc3)c2)cc1,-0.1,-0.4,-5,-1
CCCC(=O)NCC(c1cccs1)S(=O)(=O)c1cccs1 (centres undefined),0.2,0.3,7,-1
O=C(O)c1cc2ccccc2nc1Cl,0.1,-1.2,12,3
CC(C)CC(NC(N)=O)C(=O)OCc1ccc(Cl)cc1Cl (centres undefined),-0.1,-0.5,-2,-11
S=C(NCc1ccc2c(c1)OCO2)NCc1ccco1,0.7,-2.5,20,-9
CC(=O)Nc1cccc(NC(=O)CSc2nn3c(=O)c(C)nnc3s2)c1,0.0,0.8,22,12

# Record cards, as listed above:
# CN=C(c1ccc(C)cc1)n1c(=S)nc(-c2ccc(C)cc2)n(C)c1=S across the screens: FBW7 act: -0.1; GPR151 activ: 0.4; MITF primary: 0; TEAD-YAP inh: -30
# CN(C)C(=O)c1cc(N(C)C)nc(N(C)C)n1 across the screens: FBW7 act: -0.2; GPR151 activ: -1.6; MITF primary: -6; TEAD-YAP inh: -2

# The list continues:
SMILES,FBW7 act,GPR151 activ,MITF primary,TEAD-YAP inh
CC(C)C(=O)NS(=O)(=O)c1ccc(NS(C)(=O)=O)cc1,0.0,-0.9,13,4
Cc1cc2c(cc3c(=O)n(CC(=O)N(Cc4cccnc4)C4CC4)nc(C)n32)s1,0.7,0.1,6,-12
CC(C)CC(CCC(=O)Nc1ccccn1)C(=O)O (centres undefined),0.0,1.7,12,-6
Cc1ccc(-n2ncc3c(SCC(=O)NCc4ccc5c(c4)OCO5)ncnc32)c(C)c1,0.1,-0.3,12,-4
CCOC(=O)c1nc2cc3n(c(CC(C)C)c-2c1C)C(C)C(C)=C3C (centres undefined),0.1&0.0,0.4&1.2,2&6,-1&9
CCN(CC)C(=O)CN(Cc1ccccc1)S(=O)(=O)c1ccc(C)cc1,-0.1,0.9,-10,-2
COc1cc(OC)c2c(OC)c(-c3ccc4c(c3)OCO4)c(=O)oc2c1,0.1,-1.5,6,-44
O=C(CSc1nc(-c2ccccc2)nc2c1CCCC2)NCc1ccccc1,-0.2,0.1,-9,1
Oc1ccc(CCNc2nc(NCc3cccnc3)nc3c2ncn3-c2ccccc2)cc1,-0.1,-1.9,10,54*
CC(C(=O)O)N1C(=O)/C(=C/C=C/c2ccco2)SC1=S (centres undefined),-1.7,-0.2,9,-2
CCc1ccccc1NC(=O)CSc1n[nH]c(C)c1[N+](=O)[O-],0.0,0.4,-9,1
CCOC(=O)c1cnc(N/N=C2/CCCc3ccccc32)nc1C,0.0,-1.3,-2,-48
O=C(NCCCS(=O)(=O)N1CCN(c2ccccc2F)CC1)c1cccc(Cl)c1,-0.1,-0.5,-14,8
CCc1ccc(CN2CCc3nnc(C(C)NC(=O)CCc4ccccc4)n3CC2)o1 (centres undefined),-0.1,-0.7,4,-4
CC1CCN(S(=O)(=O)c2nnc(NC(=O)COc3ccccc3F)s2)CC1,0.1,-0.2,7,5
COc1cc(C(c2c(C)[nH][nH]c2=O)c2c(C)[nH][nH]c2=O)ccc1OCc1ccccc1,-0.8,-0.9,-7,-21
CCOC(=O)c1sc(N2C(=O)C(=O)/C(=C(/O)c3ccc(OCC)cc3C)C2c2ccc(C(C)C)cc2)nc1C (centres undefined),-0.1,-0.7,12,-19
N#Cc1c(NC(N)=S)sc2c1CCCC2,-0.1,-1.5,7,-10
COc1cccc2cc(C(=O)OCc3ccccc3)c(=O)oc12,0.0,3.6,18,5
COc1ccccc1NC(=O)c1sc2nc3cc(OC)c(OC)cc3cc2c1N,0.0,-0.3,29,0
Cc1cc(C)n(CC(O)COc2ccccc2Br)n1 (centres undefined),0.2,-0.4,5,-7
COc1ccc(C(=O)NCc2c(CC(C)C)oc(C)c2C(=O)O)cc1,0.1,1.5,5,-3
COc1ccc(N2C(=O)/C(=C/c3ccc4c(c3)OCO4)NC2=S)cc1,0.1,-0.9,9,4
Cc1cccc(NC(=O)c2csc(Nc3ccccc3Cl)n2)c1N1CCC2(CC1)OCCO2,-0.1,-0.1,1,-8
N=C1S/C(=C/c2ccc(-c3cccc(C(F)(F)F)c3)o2)C(=O)N1c1nccs1,0.0,-0.4,6,9
